CR mimetic SO: yeast age-related superoxide inhibition as caloric restriction mimetic. S. cerevisiae aged cells, superoxide DHE fluorescence; hits give low values. superoxide response (% of plate mean), % at 10 µM. 0.18% of 330,000 active;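 active = superoxide response under a set limit, about three screen SD below normal, cut at about 65% in these data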;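 also: yeast aged for seven days with compound at 30 °C before DHE staining; 100% = average MFI of all compound-treated wells on the plate with controls excluded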
PP1 inh: blocks human PP1-alpha phosphatase, a PP5 counter-screen | 0.9% of 320,000 active | purified PP1alpha, OMFP fluorescence | inhibition, % at 6.7 µM | P62136;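 active = inhibition above the mean inhibition of all tested compounds plus 3 SD, computed separately for each screening campaign, cut at about 15% in these data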
TPT1 inh: C. albicans TPT1 enzyme inhibition; AID 1962; 0.81% of 300,000 active; recombinant caTPT1, FP RNA substrate dephosphorylation; inhibition, % at 5 µM;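 active = inhibition above the mean of all tested compounds plus 3 SD, set per screening campaign, cut at about 24% in these data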;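 also: plate controls were DMSO alone for no effect and ferristatin control at 100 nM for full effect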
EBNA-1 inh: blocks EBNA-1 binding to DNA. EBNA-1 DNA binding, fluorescence polarization. inhibition, % at 14.8 µM. 0.34% of 300,000 active. AID 1950; in the data active = inhibition above about 28%
ZTA DNA inh: blocks Epstein-Barr virus ZTA, an EBNA-1 counter-screen; P03206; inhibition, % at 11 µM; ZTA-DNA binding, fluorescence polarization; 0.15% of 320,000 active; in the data active = inhibition above about 33%
CTSL1 counter: cathepsin L1 inhibition, PFM18AAP counter-screen; 0.49% of 300,000 active; recombinant F. hepatica cathepsin L1, Z-Leu-Arg-MCA fluorescence; inhibition, % at 5.96 µM; AID 1906;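 active = inhibition above the mean of all tested compounds plus 3 SD, set per screening campaign, cut at about 17% in these data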;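 also: 0% = plate median of test compound wells and 100% = 1 µM Z-Phe-Ala-diazomethylketone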
PP5 inh: inhibitors of human protein phosphatase 5 (PP5) | P53041 | purified PP5c, OMFP substrate fluorescence | inhibition, % at 6.7 µM | 0.18% of 320,000 active;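 active = inhibition above the campaign's mean inhibition across all tested compounds plus 3 SD, cut at about 9.5% in these data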;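 also: 0% = DMSO only and 100% = 100 µM cantharidin control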
Target sequence (P53041 whole entry, looked up): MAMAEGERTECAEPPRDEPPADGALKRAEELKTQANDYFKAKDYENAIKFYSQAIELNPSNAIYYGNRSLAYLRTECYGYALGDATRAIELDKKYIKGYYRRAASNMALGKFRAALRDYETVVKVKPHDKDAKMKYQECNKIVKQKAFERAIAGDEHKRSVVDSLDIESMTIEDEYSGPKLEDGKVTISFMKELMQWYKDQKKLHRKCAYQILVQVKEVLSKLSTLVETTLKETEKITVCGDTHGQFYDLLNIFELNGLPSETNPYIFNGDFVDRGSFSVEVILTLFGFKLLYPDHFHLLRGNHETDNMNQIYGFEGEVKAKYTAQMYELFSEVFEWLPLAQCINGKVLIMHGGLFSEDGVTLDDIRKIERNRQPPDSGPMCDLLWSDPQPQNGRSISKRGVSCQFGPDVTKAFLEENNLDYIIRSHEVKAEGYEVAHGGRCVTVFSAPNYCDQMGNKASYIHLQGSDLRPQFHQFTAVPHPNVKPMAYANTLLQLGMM
core dimer inh: HCV core protein dimerization inhibition; TR-FRET GST/Flag-core106 dimerization, 1536-well; inhibition, % at 5 µM; 0.33% of 300,000 active;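 active = inhibition above the mean of all tested compounds plus 3 SD, set per screening campaign, cut at about 45% in these data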
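System: GST/Flag-tagged HCV core106 proteins. Incubation: compound-protein-antibody incubation 4 h at 22.5 °C. Technique: HTRF with 340 nm excitation, 617/671 nm emission. Medium: KF-containing HEPES buffer, pH 7.45, DTT, CHAPS, BSA. Read-out: inhibition (%) from 671 over 617 nm ratio. Also added: Eu(K)-anti-GST 90 ng/mL plus XL665-anti-Flag 1 µg/mL.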
JMJD2C inh: inhibitors of human GASC-1 (JMJD2C) demethylase. Q9H3R0. GST-JMJD2C(1-420) H3K9me3 demethylation, DELFIA europium. 0.069% of 330,000 active. inhibition, % at 2.35 µM;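 active = more than half of a compound's replicate wells show inhibition beyond 50%, single wells judged on their own value; inconclusive = some, but no more than half, of replicates pass 50% inhibition; inactive = no replicate passes 50% inhibition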;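 also: signal counts dimethyl H3K9 product captured on neutravidin plate; 0% = median of DMSO wells and 100% = 0.3 times that DMSO median; strong numbers were not always called active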
Target sequence (Q9H3R0 1-420 limits assumed): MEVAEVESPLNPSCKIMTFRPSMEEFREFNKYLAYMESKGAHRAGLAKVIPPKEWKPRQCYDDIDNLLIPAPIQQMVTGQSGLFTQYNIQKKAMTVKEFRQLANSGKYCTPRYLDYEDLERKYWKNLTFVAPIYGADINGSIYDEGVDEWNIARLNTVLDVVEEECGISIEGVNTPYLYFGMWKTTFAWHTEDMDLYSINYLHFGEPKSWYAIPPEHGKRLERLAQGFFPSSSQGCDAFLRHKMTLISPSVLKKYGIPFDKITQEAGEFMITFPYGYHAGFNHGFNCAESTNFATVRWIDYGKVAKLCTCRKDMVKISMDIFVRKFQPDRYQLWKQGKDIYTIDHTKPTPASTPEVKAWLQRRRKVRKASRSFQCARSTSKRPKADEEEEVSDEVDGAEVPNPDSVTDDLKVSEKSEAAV
Starred values were filed as active, the others as inactive; ? = inconclusive; . = not tested or not shown; & = joins results of further samples. Random draw from the library; overall some 3.1% were active at least once.

SMILES	CR mimetic SO	PP1 inh	TPT1 inh	EBNA-1 inh	ZTA DNA inh	CTSL1 counter	PP5 inh	core dimer inh	JMJD2C inh
Cc1nn2c(N)csc2nc1=O	109	-3	-27	2	-10	-4	-0.3	-3	-7
CCOC(=O)CCP(=O)(O)C(O)c1ccc(OC)cc1 (stereo not drawn)	95	0	0	-9	-1	0	1.1	-4	-7
CCSc1nnc(NC(=O)c2c(-c3ccccc3Cl)noc2C)s1	103	1	1	-3	0	1	-0.9	-6	7
Cc1nc(C(=O)N(C)C)nn1-c1cc(Cl)ccc1Cl	111	1	-4	-10	0	-1	1.4	1	22
CCN(CC(=O)Nc1ccc(NC(C)=O)cc1)C(=O)c1cc2ccccc2oc1=O	94	-5	.	.	12	.	1.6	.	0
CC1(C)SCC(C(=O)O)N1C=O (stereo not drawn)	96	-1	-3	-4	-1	2	-0.2	-4	4
Cn1c2ccc(F)cc2c2nnc(SCC(=O)Nc3cccc(O)c3)nc21	102	3	2	-10	-12	-4	1.7	10	1
Cc1ccc(S(=O)(=O)N2CCCCC2)cc1NC(=O)c1ccc2ccccc2n1	97	0	6	4	2	-2	-0.1	14	5
O=C(Oc1c(-c2ccccc2)c(=O)n2c3c(cccc13)CC2)c1ccccc1	95	4	-1	-4	1	-3	1.9	8	9
Cc1cc2ccccc2cc1CN1CCOCC1	101	1	-2	-3	4	1	5.2	-1	-6
Cc1cc2c(NS(=O)(=O)c3ccc(F)cc3)cccc2nn1	118	-3	-2	-14	-9	-4	2.1	-1	7
O=C(Nc1cccc(S(=O)(=O)Nc2ccc(Cl)cc2)c1)c1cc2c(s1)CCCC2	108	6	2	13	5	1	4.4	31	9
CN(C)c1cc[n+](CC(=O)c2cccs2)cc1	99	0	-3	5	-16	3	1.2	-9	14
CC1(C)NC(=O)N(CC(O)COc2ccccc2C(=O)N2CCCCC2)C1=O (stereo not drawn)	99	-1	-1	2	-17	2	1.7	-3	-8
Cc1nc(-c2ccccn2)sc1C(=O)Nc1ccc(F)cc1	132	-2	0	-13	-11	-2	4.7	4	-5
COc1ccc(C(=O)NCCc2c[nH]c3ccccc23)cc1OC	106	-1	0	-2	-21	-3	5.1	-14	5
Nc1nnc(CSCc2ccc(Cl)cc2Cl)s1	98	-2	-4	4	4	6	-0.4	4	?
CC(=O)c1cc(-c2ccccc2)n(CC(=O)N2CCN(C3CCCC3)CC2)c1C	103	0	-11	-4	3	2	4.6	-3	2
Cc1ccc(Cn2c(=O)c3ccccc3n3c(SCC(=O)N4CCCCC4C)nnc23)cc1 (stereo not drawn)	94	-3	1	1	-23	0	0.9	2	.
COc1ccc(NC(=O)CSc2[nH]c(=O)cc(C)c2C#N)cc1OC	90	-2	-3	12	8	0	-0.5	-4	5
O=C(Nc1csc([N+](=O)[O-])c1)Nc1ccccc1Cl	105	2	-5	-4	11	-1	2.3	-2	0
O=C(c1ccc2nccnc2c1)N1CCN(Cc2ccc3c(c2)OCO3)CC1	103	3	2	6	12	-1	-1.4	-1	-1
CCOC(=O)CC(NC(=O)c1cccc2c1C(=O)N(Cc1cccnc1)C2)c1ccc(OCC)c(OC)c1 (stereo not drawn)	89	-10	1	-8	-14	-2	3.9	3	-6
CCCn1c(SCc2ccc(Cl)cc2)nc2c1c(=O)[nH]c(=O)n2C	105	1	1	-11	-11	7	2.0	12	-3

Ordered by heavy-atom count (largest number first): part of the list above
SMILES	CR mimetic SO	PP1 inh	TPT1 inh	EBNA-1 inh	ZTA DNA inh	CTSL1 counter	PP5 inh	core dimer inh	JMJD2C inh
Cc1ccc(Cn2c(=O)c3ccccc3n3c(SCC(=O)N4CCCCC4C)nnc23)cc1 (stereo not drawn)	94	-3	1	1	-23	0	0.9	2	.
Cc1ccc(S(=O)(=O)N2CCCCC2)cc1NC(=O)c1ccc2ccccc2n1	97	0	6	4	2	-2	-0.1	14	5
COc1ccc(C(=O)NCCc2c[nH]c3ccccc23)cc1OC	106	-1	0	-2	-21	-3	5.1	-14	5
CCOC(=O)CCP(=O)(O)C(O)c1ccc(OC)cc1 (stereo not drawn)	95	0	0	-9	-1	0	1.1	-4	-7
Cc1cc2ccccc2cc1CN1CCOCC1	101	1	-2	-3	4	1	5.2	-1	-6
CN(C)c1cc[n+](CC(=O)c2cccs2)cc1	99	0	-3	5	-16	3	1.2	-9	14
CC1(C)SCC(C(=O)O)N1C=O (stereo not drawn)	96	-1	-3	-4	-1	2	-0.2	-4	4

Next section:
SMILES	CR mimetic SO	PP1 inh	TPT1 inh	EBNA-1 inh	ZTA DNA inh	CTSL1 counter	PP5 inh	core dimer inh	JMJD2C inh
Cc1cc(OCC(=O)Nc2ccc3c(c2)OCCO3)cc(C)c1Cl	88	1	0	-3	11	1	1.9	3	-1
Cc1ccc2nc(-c3ccncc3)cc(C(=O)NCc3ccccc3F)c2c1	103	-3	-4	-7	1	-1	1.1	8	-4
Cc1cc(C(=O)OCC(=O)Nc2cccc(S(=O)(=O)N3CCOCC3)c2)c(C)o1	98	-2	1	-9	-24	-11	3.4	-2	1
Cc1cc(=O)oc(C)c1C(=O)N1CCN(C)CC1	97	5	2	-16	7	2	2.1	0	-1
O=C(CCCl)Nc1cc(SCCO)cc([N+](=O)[O-])c1	87	-2	-2	5	-7	-3	2.2	-3	0
COc1ccc(OCCOC(=O)c2nc3nccc(C)n3n2)cc1	96	0	1	1	-5	-2	0.7	-2	-2
COc1ccc(/C=N/NC(=O)c2snnc2C)c(OC)c1OC	111	-15	3	-15	11	-13	0.1	-4	16
O=C(CCc1ccc(S(=O)(=O)N2CCOCC2)cc1)N/N=C/c1ccc(O)c(O)c1O	102	8	1	3	19	-2	2.2	-10	0
CCOC(=O)C1CCCN(C(=O)c2cc(Nc3ccc(OC)c(OC)c3)nc3ccccc23)C1 (stereo not drawn)	91	-4	-4	-1	12	1	1.2	-12	9
Cc1ccc(C(=O)NCCn2cc(SCC(=O)Nc3cc(C)on3)c3ccccc32)cc1	100	5	-1	-8	-18	8	5.5	-10	4
CC(=O)c1cccc(NC(=S)NC(=O)c2cncc(Br)c2)c1	81	0	0	0	-1	0	3.4	6	-12
Clc1ccc(Cc2noc(Cc3ccccc3)n2)cc1Cl	99	-1	-2	-2	7	0	2.1	2	2
CCN(CC(=O)Nc1ccc(NC(C)=O)cc1)C(=O)Cc1ccccc1F	106	-2	-1	8	2	4	1.3	0	-12
O=C(NCC(c1cccs1)N1CCOCC1)C1CCN(S(=O)(=O)c2cccc(C(F)(F)F)c2)CC1 (stereo not drawn)	104	-1	0	-5	-1	-1	0.7	-1	10
CCN(CC)c1ccc(NC(=O)CN2C(=O)CSc3ncccc32)c(C)c1	87	-2	1	0	10	-4	0.2	-14	-9
O=C(Nc1ccccc1N1CCCCC1)c1cccc(Cl)c1	84	-3	-2	6	5	2	-0.4	0	-14
CCCN(CC(=O)Nc1ccccc1C)C(=O)c1ccc(N2CCOCC2)c([N+](=O)[O-])c1	97	-3	0	-6	-3	0	-0.3	2	-21
CCN1C=C(C(=O)OC)C(c2cccc(OC)c2OC)C(C(=O)OC)=C1	110	-1	0	-1	7	-2	0.4	-1	-7
COC(=O)c1ccc(C2/C(=C(/O)c3ccc(OC(C)C)cc3)C(=O)C(=O)N2c2cc(C)on2)cc1 (stereo not drawn)	92	20*	-6	5	14	5	3.2	11	2&8
O=C(CCCc1nc(-c2ccccc2)no1)NC1CCCCC1	95	2	2	-6	11	1	1.3	6	-8
CCOCCCn1c(=N)c(C(=O)NCc2ccc3c(c2)OCO3)cc2c(=O)n3cccc(C)c3nc21	88	-2	-2	0	-9	3	0.5	6	-3
COc1ccccc1NC(=O)Cn1cnc2c1c(=O)n(C)c(=O)n2C	92	-5	-1	-9	-1	8	-2.6	0	0
COc1ccc(-c2c(C)nn3c(N4CCC5(CC4)OCCO5)cc(C)nc23)cc1OC	125	2	-1	-4	0	-2	4.0	6	-3
Cc1ccc(S(=O)(=O)NCc2ccccc2)cc1C(=O)NCC1CCCO1 (stereo not drawn)	105	-4	2	-12	-6	-1	-0.9	0	-13

Fetched one by one from the entries so far, 6 records:
SMILES	CR mimetic SO	PP1 inh	TPT1 inh	EBNA-1 inh	ZTA DNA inh	CTSL1 counter	PP5 inh	core dimer inh	JMJD2C inh
CCCN(CC(=O)Nc1ccccc1C)C(=O)c1ccc(N2CCOCC2)c([N+](=O)[O-])c1	97	-3	0	-6	-3	0	-0.3	2	-21
COC(=O)c1ccc(C2/C(=C(/O)c3ccc(OC(C)C)cc3)C(=O)C(=O)N2c2cc(C)on2)cc1 (stereo not drawn)	92	20*	-6	5	14	5	3.2	11	2&8
CCN(CC)c1ccc(NC(=O)CN2C(=O)CSc3ncccc32)c(C)c1	87	-2	1	0	10	-4	0.2	-14	-9
CCN1C=C(C(=O)OC)C(c2cccc(OC)c2OC)C(C(=O)OC)=C1	110	-1	0	-1	7	-2	0.4	-1	-7
O=C(Nc1ccccc1N1CCCCC1)c1cccc(Cl)c1	84	-3	-2	6	5	2	-0.4	0	-14
O=C(CCCc1nc(-c2ccccc2)no1)NC1CCCCC1	95	2	2	-6	11	1	1.3	6	-8

Carrying on.
SMILES	CR mimetic SO	PP1 inh	TPT1 inh	EBNA-1 inh	ZTA DNA inh	CTSL1 counter	PP5 inh	core dimer inh	JMJD2C inh
O=c1c2ccccc2nc(/C=C/c2cc(Br)ccc2O)n1CCO	103	-3	2	5	19	-3	-1.2	1	-6
N#Cc1nc(-c2cccc(Cl)c2)oc1NCc1cccnc1	86	2	-5	2	11	4	2.3	-5	-3
CNC(=O)COC(=O)/C=C/c1cn(-c2ccccc2)nc1-c1ccc(C)o1	108	0	-1	5	5	-7	-0.1	1	8
COC(=O)Cc1csc(NC(=O)CSc2nnc3ccccn23)n1	107	-3	-1	-4	-10	-3	1.7	-4	11
Cn1nnnc1SCC(=O)Nc1nn(-c2ccccc2)nc1C(N)=O	92	-2	2	9	-4	-2	1.3	-3	-3
COc1ccccc1C(=O)N1CCN(c2nc3cc(C)c(C)cc3cc2C#N)CC1	126	-1	3	-5	-8	-6	3.8	40	4
CCOC(=O)Cn1nc(C)c(NC(=O)c2cccc([N+](=O)[O-])c2)c1C	99	-4	-5	6	2	0	-1.0	4	-4
CCCc1cc(C(=O)O)c2ccccc2n1	88	1	-3	3	0	4	-2.0	-5	-43
Cc1ccc(C)c(NC(=S)N/N=C/C(C)c2ccccc2)c1 (stereo not drawn)	105	-3	-3	-2	-10	-2	-0.5	4	143
CCOC(=O)N1CCC(NC(=O)c2ccc3snnc3c2)CC1	108	-7	-3	11	4	-2	-2.2	-3	166
O=c1cc(-c2ccccc2)oc2ccc(O)cc12	98	3	-1	1	-26	3	0.6	-3	3
Cc1cc(NC(=O)CCC(=O)N(CC(=O)NC2CCCC2)Cc2ccccc2Cl)no1	84	-4	-1	-5	-2	-1	2.1	-4	.
